# Compound activity from PubChem BioAssay.
# S3 lipid droplet: qHTS Assay for Lipid Storage Modulators in Drosophila S3 Cells; Drosophila S3 cells, BODIPY lipid droplet fluorescence, 18-24 h; cells fed with added oleic acid; Potency in µM for hits, for the others lipid storage change, negative = inhibition, % at the top dose, mostly 46.1 µM; 320,000 compounds, 0.64% hits; active = well fitted inhibition curve with a large enough effect in the signal ratio, with a control signal flat, not every such curve was filed as active; inconclusive = small, poorly fitted or top-dose-only effect, or effect the other way, or a change in a side signal; the % refers to the signal ratio
#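 Drosophila S3 cells got compounds at several concentrations plus oleic acid (400 uM solution). Laser-scanning cytometry with 488 nm excitation read lipid droplets at 500-530 nm and cells at 575-640 nm. Percent activity was relative to 20 uM Triacsin C.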
# S3 lipid droplet cell count max: further read-out of S3 lipid droplet, marked with its call; cell number change, %; measured here: cell count max response;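 cells counted by Cell Tracker Red CMTPX staining in the red channel; peak over a dose series mostly up to 46.1 µM; percent activity relative to internal control wells on each plate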
# * hit, by the source's call; i = inactive; u = inconclusive; x = not tested or not shown; [ ] = dose if it differs, or a comment. % is scaled to controls: 0 for no effect and ±100 for the full control effect; potency is read from the fitted curve at half-maximal effect.
SMILES,S3 lipid droplet,S3 lipid droplet cell count max
Cc1cccc(CSCc2ccc(C(=O)NCC3CCCO3)o2)c1 (stereo not given),u,x
O=C(O)c1ccc(-n2c(-c3ccc(Br)cc3)n[nH]c2=S)cc1,u,x
c1cn(-c2ncnc3sc4c(c23)CCCC4)cn1,u,x
COc1ccc2c(c1)c(C(=O)N/N=C/c1cccs1)c(C)n2C,u,x
O=C(/C=C\Nc1ccc2c(c1)OCO2)c1ccc2c(c1)OCO2,-22%,1
COc1ccc(Cl)cc1NC(=O)C1CC(c2c(F)cccc2Cl)=NO1 (stereo not given),u,x
COc1cccc(CC2(CO)CCCN(Cc3nc(-c4cccs4)oc3C)C2)c1 (stereo not given),1%,14
COc1cc(Br)cc(-c2nc3c(c(=O)[nH]c(=O)n3Cc3ccccc3)n2C)c1O,u,x
O=C(Cn1ncc(Cl)c(Cl)c1=O)NC1CCS(=O)(=O)C1 (stereo not given),-10%,4
COC(=O)c1ccccc1NC(=O)Cn1c(=O)n(CCC(=O)NC2CCN(Cc3ccccc3)CC2)c(=O)c2ccccc21,11%,9
COc1cc(OC)cc(C(=O)OCC(=O)NC(c2ccccc2)c2ccccc2)c1,u,x
N#Cc1c(NC(=O)CSc2nc3ccccc3c(=O)n2Cc2ccco2)sc2c1CCCC2,u,x
CC(C)(C)C(=O)Nc1ccc(C(=O)Nc2cccc(Oc3ccc(C(=O)O)c(C(=O)O)c3)c2)cc1,u,x
COc1ccc(OC)c(NC(=O)COC(=O)Cc2ccc(Br)cc2)c1,-6%,-6
COc1ccc(OC(C)c2ccc(C#N)c(=O)[nH]2)cc1 (stereo not given),u,x
COC(=O)c1sccc1NC(=O)c1cnc2cc(C)nn2c1C,u,x
CCc1nnc(NS(=O)(=O)c2ccc(NC(=O)c3cccc(Br)c3)cc2)s1,25%,-8
COc1ccc(OC)c(CN2CCSCC2)c1,u,x
CCOc1cccc(C=Nc2cc(C)cc(C)c2O)c1O,i,-16
CCOCCCn1c(=NC(=O)c2cccnc2)c(C(=O)OCC)cc2c(=O)n3ccccc3nc21,u,x
O=C(N/N=C1/CCS(=O)(=O)c2ccc(F)cc21)c1cccnc1,u,x
COc1ccccc1NCc1nnc(SCC(=O)N/N=C/c2ccco2)n1-c1ccc(Cl)cc1Cl,8%,-1
CCN(CC)c1ccc(/C=N/NC(=O)CNC(=O)c2cccs2)cc1,i,-1
Cc1ccc(C(=O)N2CCN(Cc3ccc4c(c3)OCO4)CC2)cc1C,u,x
COc1ccc(C(=O)N/C(=C\c2ccc3c(c2)OCO3)C(=O)N2CCOCC2)cc1,33%,-11
SMILES,S3 lipid droplet,S3 lipid droplet cell count max
COc1ccc(/C=N/NC(=O)c2nc(-c3ccccc3)cc(-c3ccccc3)n2)cc1,-13%,-21
Cc1ccc(N=C2C(=O)Nc3ccccc32)cc1C,15%,-14
COC(=O)COc1ccc(C(C2C(=O)CC(C)(C)CC2=O)C2C(=O)CC(C)(C)CC2=O)cc1,u,x
CN(C)c1ccc(N2C(=O)CC(Nc3ccc(N4CCOCC4)cc3)C2=O)cc1 (stereo not given),4%,12
O=C(CC1Sc2ccccc2NC1=O)NCc1cccc(Cl)c1 (stereo not given),u,x
NS(=O)(=O)c1ccc(CCNC(=O)c2ccc(C#CC3(O)CCCCC3)cc2)cc1,-2%,5
C=C(C)CN1CCN(c2c(CCC#N)c(C)c(C#N)c3nc4ccccc4n23)CC1,u,x
CCOc1ccc(CNC(=O)Cn2ccc3cc(S(=O)(=O)N4CCCC4)ccc32)cc1,u,x
COc1cc2[nH]c3c(Cl)ncnc3c2cc1OC,u,x
CCSc1nnc2ccc(-c3ccc(OC)c(OC)c3)nn12,i,-24
CCOC(=O)C1(Cc2ccccc2C)CCCN(C(=O)c2ccc(COC)o2)C1 (stereo not given),u,x
CC(C1CC1)N(Cc1ccccc1)C(=S)Nc1ccccc1 (stereo not given),u,x
O=C(Nc1csnn1)c1csnn1,u,x
NC(=O)CC(NC(=O)Cc1cccc2ccccc12)c1ccc(N2CCc3ccccc3C2)c([N+](=O)[O-])c1 (stereo not given),u,x
Cc1ccccc1NC(=S)NCCO,u,x
COc1ccc2c(CC(=O)OCC(=O)Nc3sc4c(c3C#N)CCC(C)C4)coc2c1 (stereo not given),4%,2
Cc1cc(C(=O)OCC(=O)c2ccc3c(c2)OCCO3)c(C)o1,15%,14
Cc1nn(CC(=O)NCCc2ccccc2)c(C)c1[N+](=O)[O-],12%,11
CCSc1nnc(NC(=O)CN2C(=O)N(C)C3(CCCCC3)C2=O)s1,u,x
NC(=O)CC(NC(=O)Cc1cccc2ccccc12)c1ccc(NCc2ccc(F)c(F)c2)c([N+](=O)[O-])c1 (stereo not given),u,x
CC(NC(=O)C1CCN(C(=O)[C@@H]2Cc3ccccc3CN2)CC1)c1ccccc1 (stereo not given in full),i,x
Cc1ccc(Nc2ncccc2C(N)=O)cc1,u,x
O=C(N/N=C/c1ccc(Cl)cc1Cl)c1ccc2nc[nH]c2c1,u,x
COc1ccc(NS(=O)(=O)c2cccc(C(=O)NNC(=O)c3ccc(C)o3)c2)cc1,u,x
CCn1nc(C(C)C(=O)O)c2ccccc2c1=O (stereo not given),u,x

# Random excerpt: six records from the list, in no set order.
SMILES,S3 lipid droplet,S3 lipid droplet cell count max
C=C(C)CN1CCN(c2c(CCC#N)c(C)c(C#N)c3nc4ccccc4n23)CC1,u,x
NC(=O)CC(NC(=O)Cc1cccc2ccccc12)c1ccc(NCc2ccc(F)c(F)c2)c([N+](=O)[O-])c1 (stereo not given),u,x
Cc1ccccc1NC(=S)NCCO,u,x
O=C(Nc1csnn1)c1csnn1,u,x
COc1ccc2c(CC(=O)OCC(=O)Nc3sc4c(c3C#N)CCC(C)C4)coc2c1 (stereo not given),4%,2
CCSc1nnc2ccc(-c3ccc(OC)c(OC)c3)nn12,i,-24

# Next section:
SMILES,S3 lipid droplet,S3 lipid droplet cell count max
CC(OC(=O)CCC(=O)c1cccs1)C(=O)Nc1ccc(Cl)cn1 (stereo not given),u,x
Cc1nonc1OCC(C)(COc1nonc1C)NC(=O)c1ccccc1,-2%,-23
COCCN(C(=O)COC(=O)CCc1ccccc1OC)c1c(N)n(Cc2ccccc2)c(=O)[nH]c1=O,u,x
CC(=O)N1N=C2c3ccccc3CCC2C1c1cccs1 (stereo not given),-3%,10
CN(C)c1cc2c(c(N(C)C)c1)C(=O)c1ccccc1C2=O,i,-19
O=C(COc1ccccc1N1C(=O)c2ccccc2C1=O)c1ccc(Cl)cc1,u,x
CSCC[C@H](NC(=O)COc1cc2c(c3oc(=O)c(C)c(C)c13)CCC(C)(C)O2)C(=O)O,u,x
COCCCNC(=S)NNC(=O)c1ccoc1C,u,x
CC(=O)N1c2ccc(S(=O)(=O)N3CCC(C(=O)N4CCN(c5cc(Cl)ccc5C)CC4)CC3)cc2CC1C (stereo not given),i,21
Cc1cc(C)c(S(=O)(=O)N2CCOC2CNC(=O)C(=O)NCCCN2CCCC2=O)c(C)c1 (stereo not given),u,x
CCN(CC)CCNC(=O)c1ccc(NC(=O)CC(NC(=O)c2ccccc2Cl)c2ccccc2)cc1 (stereo not given),u,x
CCCCS(=O)(=O)Nc1ccc(C)cn1,-1%,-2
COC(=O)C1(C)CN(S(=O)(=O)c2ccc(C)cc2)c2cc(OC)ccc2C1=O (stereo not given),2%,0
COc1cc(CNCc2ccccn2)ccc1OCC(N)=O,18%,-4
Cc1cn(CCOc2ccc(Cl)cc2)c(=O)[nH]c1=O,6%,9
CCOC(=O)c1sc(Nc2ccccc2Cl)nc1C,u,x
CCc1ccc(S(=O)(=O)NCc2cn3c(C)csc3n2)s1,i,x
Cc1ccc(C(=O)NNC(=O)/C=C\C(=O)O)cc1,18%,3
CC(NC(=O)C1CCC1)c1ccccc1 (stereo not given),i,x
COCCN(C(=O)CN1CCc2ccccc2C1)c1c(N)n(Cc2ccccc2)c(=O)[nH]c1=O,10%,-23
CCCCn1c(N)c(N(CCOC)C(=O)c2cccc(OCc3ccccc3)c2)c(=O)[nH]c1=O,i[0.0737 µM],x
O=S(=O)(Nc1ccc(-c2ccc3nncn3n2)cc1)c1cccc(F)c1,u,x
CN(C(=O)c1cccc(NC(=O)c2ccco2)c1)c1ccccc1,27%,8
COc1ccc(N(C(=O)c2snc(C(N)=O)c2N)C(C(=O)NCc2ccc(F)cc2)c2ccc(O)cc2)cc1 (stereo not given),u,x
O=C(Cn1c(SCC(=O)N2CCc3ccccc3C2)nc2ccccc21)NC1CCCC1,-18%,17

# 6 structures already listed, arranged by number of heavy atoms, highest first:
SMILES,S3 lipid droplet,S3 lipid droplet cell count max
COC(=O)c1ccccc1NC(=O)Cn1c(=O)n(CCC(=O)NC2CCN(Cc3ccccc3)CC2)c(=O)c2ccccc21,11%,9
COCCN(C(=O)CN1CCc2ccccc2C1)c1c(N)n(Cc2ccccc2)c(=O)[nH]c1=O,10%,-23
N#Cc1c(NC(=O)CSc2nc3ccccc3c(=O)n2Cc2ccco2)sc2c1CCCC2,u,x
COc1ccc2c(CC(=O)OCC(=O)Nc3sc4c(c3C#N)CCC(C)C4)coc2c1 (stereo not given),4%,2
CCSc1nnc(NC(=O)CN2C(=O)N(C)C3(CCCCC3)C2=O)s1,u,x
COc1ccc2c(c1)c(C(=O)N/N=C/c1cccs1)c(C)n2C,u,x

# Some of these compounds in order of their number in S3 lipid droplet cell count max, falling:
structure	S3 lipid droplet	S3 lipid droplet cell count max
CN(C(=O)c1cccc(NC(=O)c2ccco2)c1)c1ccccc1	27%	8
CCCCS(=O)(=O)Nc1ccc(C)cn1	-1%	-2
Cc1nonc1OCC(C)(COc1nonc1C)NC(=O)c1ccccc1	-2%	-23

# The listing continues.
SMILES,S3 lipid droplet,S3 lipid droplet cell count max
CCOC(=O)/C=C/C(=O)OCC(=O)Nc1ccc(C)cc1,u,x
O=C(NCCCN1CCCC1=O)c1ccc(NS(=O)(=O)c2cccc([N+](=O)[O-])c2)cc1,u,x
O=C(c1oc2ccccc2c1CSCc1ccccc1)N1CCN(c2ncccn2)CC1,u,x
Cc1cccc(C)c1OCC(=O)Nc1cccc(-c2nnc(-c3ccccc3)o2)c1,3%,-12
FC(F)(F)c1ccc2c(c1)NCC1CCCN21 (stereo not given),1%,10
COc1ccccc1C(=O)OCc1nc(N)nc(Nc2ccccc2C)n1,13%,4
CN(C)c1ccc(C(=O)c2ccc(N(C)C)c3ccccc23)cc1,u,x
O=C(CN1CCN(Cc2ccccc2)CC1)N/N=C/c1c[nH]c2ccccc12,-2%,3
Cc1ccc(-c2noc(CCC(=O)NCCCN3CCN(c4ccc(F)cc4)CC3)n2)cc1,9%,-24
COc1ccc(S(=O)(=O)N2CCOCC2)cc1NC(=O)CCNC(=O)c1ccc([N+](=O)[O-])cc1,9%,-20
Cc1cccc(C)c1NC(=O)C1(N(Cc2ccco2)C(=O)CC2NC(=O)NC2=O)CCCC1 (stereo not given),21%,20
Brc1ccc(/C=N/Nc2nncc(-c3ccccc3)n2)o1,-16%,-16
CC1(C)CNC(=O)c2sc(NC(=O)CN3CCOCC3)nc2C1,17%,3
CCCCC1=CC2=C(c3ccco3)C(=O)C(C)(OC(=O)c3ccc(OC)cc3)C(=O)C2=CN1Cc1ccco1 (stereo not given),-9%,-13
COc1ccc(NS(=O)(=O)c2cc(NC(=O)/C=C/c3cc(OC)ccc3OC)ccc2N2CCCCC2)cc1,u,x
Cc1nc(CS(=O)(=O)c2ccc(Cl)cc2)sc1C(=O)O,u,x
C#CCOCCOCCOCCNc1nc(N2CCN(C(=O)CCCCCCCCCCNC(=O)[C@H](CCCCN)n3cc(C[C@@H](C)CC)nn3)CC2)nc(N2CCN(C(=O)CCCCCCCCCCNC(=O)[C@H](CCCN=C(N)N)n3cc(C[C@@H](C)CC)nn3)CC2)n1,u,x
Cc1nnc(C)n1/N=C/c1cc2ccccc2nc1Cl,i,24
O=C1CC(N2CCN(S(=O)(=O)c3ccccc3)CC2)C(=O)N1c1ccccc1 (stereo not given),-4%,-17
COC(=O)[C@H]1C2CCC(C(=O)OC)(CC2)[C@H]1C(=O)OC,1.3µM*,-5.5*
CN(C)C(=O)c1cc(F)ccc1Sc1cc(Cl)ccc1Cl,u,x
O=C(O)Cc1ccc(Nc2cnn(C34CC5CC(CC(CC(=O)O)(C5)C3)C4)c(=O)c2Cl)cc1,u,x
Cc1ccc([N+](=O)[O-])c(C(=O)N/N=C/c2cccnc2)c1,5%,22
COc1cc2c(OC(C)=O)c3c(c(-c4ccc5c(c4)OCO5)c2cc1OC)C(=O)OC3,u,x
CN1CCN(NC(=O)Nc2cccc(F)c2)CC1,-7%,22
SMILES,S3 lipid droplet,S3 lipid droplet cell count max
COc1ccc(C)cc1NC(=O)CN1C(=O)c2ccccc2S1(=O)=O,u,x
COCCCNCCCOc1ccc(Cl)cc1Br,-2%,9
CCOC(=O)C1(Cc2ccccc2C)CCCN(Cc2cn(C)nc2C)C1 (stereo not given),-7%,0
O=C(Nc1ccccc1)NC1CS(=O)(=O)CC1O (stereo not given),i,x
CC(C)Cc1nnc(NC(=O)C2CSC3(C)CCC(=O)N23)s1 (stereo not given),u,x
COC(=O)[C@@H](NC(=O)Nc1ccc(S(N)(=O)=O)cc1)C(C)C,-9%,-4
CCOC(=O)c1c(-c2ccc(C)cc2)csc1/N=C/N(C)C,u,x
CC1CCc2c(C(=O)NCc3cccnc3)csc2C1 (stereo not given),u,x

# Only part of the results is shown; count on the stated rates, not on these rows.
